hcDAF12 agonist: H. contortus DAF-12 nuclear receptor activators, primary screen, cell-based, luminescence, HEK293, lit1-tk-luc reporter | 370,000 compounds, 1.4% hits | activation, % at 6.8 µM | HEK293 hcDAF-12 lit1-tk-luc reporter; 0% DMSO, 100% Δ7-dafachronic acid;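 active means activation above the mean of all tested compounds plus 3 SD, cut at about 5.5% in these data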;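 further: 100% = response to 3 µM Δ7-dafachronic acid high control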
ADAM17 inh: ADAM17 inhibitors, primary screen, biochemical, QFRET | recombinant ADAM17, EDANS/DABCYL FRET peptide cleavage | inhibition, % at 6.95 µM | 370,000 compounds, 0.83% hits;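 active means inhibition above the mean of compounds lying between control limits plus 3 SD, set per campaign, cut at about 8.5% in these data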;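 further: 0% = DMSO-only wells as the low control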
Target sequence (P78536 215-824 limits assumed): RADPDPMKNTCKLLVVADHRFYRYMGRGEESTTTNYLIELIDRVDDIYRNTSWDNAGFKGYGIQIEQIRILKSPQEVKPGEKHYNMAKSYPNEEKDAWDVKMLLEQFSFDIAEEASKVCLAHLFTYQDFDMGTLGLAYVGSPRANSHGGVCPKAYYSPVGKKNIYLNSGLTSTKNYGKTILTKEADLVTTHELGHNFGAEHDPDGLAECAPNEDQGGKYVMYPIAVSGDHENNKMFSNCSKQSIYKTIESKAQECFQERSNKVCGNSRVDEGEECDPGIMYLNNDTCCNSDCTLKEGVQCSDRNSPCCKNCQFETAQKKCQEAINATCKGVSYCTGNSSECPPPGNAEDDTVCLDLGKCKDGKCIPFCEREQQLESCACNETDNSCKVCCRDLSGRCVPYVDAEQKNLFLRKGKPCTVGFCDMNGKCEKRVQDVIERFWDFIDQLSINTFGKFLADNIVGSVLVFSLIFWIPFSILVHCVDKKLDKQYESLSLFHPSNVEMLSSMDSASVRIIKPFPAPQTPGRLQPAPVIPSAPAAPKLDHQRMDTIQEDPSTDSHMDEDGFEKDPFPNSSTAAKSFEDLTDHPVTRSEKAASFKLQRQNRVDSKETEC
sPLA2-III inh: human group III sPLA2 inhibitors, primary screen, biochemical, QFRET, BODIPY PC-A2 liposome substrate; QFRET BODIPY PC-A2 liposome hydrolysis, fluorescence; inhibition, % at 12.2 µM; 370,000 compounds, 0.56% hits;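 active means inhibition above mean plus 3 SD of compounds lying within the high and low control bounds, cut at about 19% in these data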;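 further: 0% = median of test compound wells and 100% = no enzyme DMSO wells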
ssDAF-12 act: S. stercoralis DAF-12 nuclear receptor activators, primary screen, cell-based, luminescence, HEK293, GRIP1 co-expression, lit1-tk-luc; activation, % at 6.8 µM; 370,000 compounds, 1% hits; HEK293 ssDAF-12/GRIP1 lit1-tk-luc reporter; % of 3 µM dafachronic acid response;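 active means activation above the mean over all tested compounds plus 3 SD, cut at about 0.9% in these data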;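 further: 0% = DMSO-only wells and 100% = 3 µM delta7-dafachronic acid wells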
hgDAF-12 ag: H. glycines DAF-12 receptor agonists, primary screen, cell-based, luminescence, HEK293, GAL4 fusion, UAS-luciferase; HEK293 GAL4-hgDAF12 UAS-luciferase reporter, agonist luminescence; normalized to butyrate control; activation, % at 6.8 µM; 370,000 compounds, 1.8% hits; AID 687014, 2013;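 active means activation above a cutoff set at the mean of all screened compounds plus 3 SD, cut at about 10% in these data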;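 further: 0% = DMSO wells and 100% = sodium butyrate wells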
DAX1 inh-1: DAX1 (NR0B1) inhibitors on StAR promoter, primary screen, cell-based, luminescence, SF-1 (NR5A1), full-length DAX-1; AID 652010, 2013; inhibition, % at 6.8 µM; 370,000 compounds, 1.1% hits; HEK293T StAR-luciferase reporter, SF-1/DAX-1 repression relief;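 active means inhibition above the mean over all tested compounds plus 3 SD, cut at about 3.6% in these data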;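 further: 0% = DAX-1 cells with DMSO and 100% = cells lacking DAX-1 with DMSO; higher inhibition means more luminescence from relief of DAX-1 repression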
FXN GAA850 act: FXN promoter activators, primary screen, cell-based, luciferase luminescence, HEK293 lucGAA850; HEK293 lucGAA850 FXN promoter luciferase reporter, 24 h; percent of 10 µM SAHA response; activation, % at 6 µM; 360,000 compounds, 0.56% hits;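 active means activation above the average of all compounds screened plus 3 SD, cutoff fixed separately per campaign, cut at about 7.5% in these data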;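 further: 0% = DMSO wells and 100% = 10 µM SAHA wells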
PLC-gamma1 inh: PLC-gamma1 enzyme inhibitors, primary screen, biochemical, fluorescence, purified enzyme; 1-phosphatidylinositol 4,5-bisphosphate phosphodiesterase gamma-1 (Homo sapiens), P19174; fluorogenic substrate; inhibition, % at 12.2 µM; 370,000 compounds, 0.84% hits; AID 720700, 2013; in the data active means inhibition above about 9.5%
DAX1 inh-2: DAX1 (NR0B1) inhibitors, primary screen, cell-based, HEK293, Gal4-DAX1, luciferase luminescence; AID 504766, 2011; 340,000 compounds, 0.99% hits; Nuclear receptor subfamily 0 group B member 1 (Homo sapiens), P51843; HEK293 Gal4-DAX1 luciferase reporter; inhibition, % at 6.75 µM;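 active means inhibition above the mean over all tested compounds plus 3 SD, cut at about 4.2% in these data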;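 further: 0% = DAX1-transfected cells with DMSO and 100% = empty-vector control cells with DMSO; inhibition shows as a rise in luminescence from relieved DAX1 repression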
Target sequence (P51843 207-470 limits assumed): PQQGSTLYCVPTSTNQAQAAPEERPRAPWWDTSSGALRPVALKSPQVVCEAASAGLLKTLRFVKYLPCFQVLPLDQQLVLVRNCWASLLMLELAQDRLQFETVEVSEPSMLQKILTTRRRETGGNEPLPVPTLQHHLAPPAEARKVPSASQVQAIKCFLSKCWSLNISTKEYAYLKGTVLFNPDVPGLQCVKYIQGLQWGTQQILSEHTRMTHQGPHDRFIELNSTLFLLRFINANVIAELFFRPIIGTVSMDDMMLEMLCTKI
ADAM10 inh: human ADAM10 inhibitors, primary screen, biochemical, QFRET, HTS. inhibition, % at 7 µM. recombinant ADAM10, EDANS/DABCYL FRET peptide cleavage, 3 h. Disintegrin and metalloproteinase domain-containing protein 10 (Homo sapiens), O14672. 370,000 compounds, 0.62% hits. AID 720582, 2013;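 active means inhibition above a per-campaign cutoff equal to the mean of compounds falling between control-based bounds plus 3 SD, cut at about 20% in these data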;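 further: 0% = DMSO wells while the 100% control is not disclosed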
PLCb3 inh: human PLC-beta3 inhibitors, primary screen, biochemical, fluorescence; Purified PLC-beta3, fluorogenic substrate; inhibition, % at 12.2 µM; 1-phosphatidylinositol 4,5-bisphosphate phosphodiesterase beta-3 (Homo sapiens), Q01970; 370,000 compounds, 0.18% hits; in the data active means inhibition above about 11%;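 further: 0% = median of compound wells on plate and 100% = full blocker control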
* = called active by the depositor; . = not tested or not shown.

SMILES	hcDAF12 agonist	ADAM17 inh	sPLA2-III inh	ssDAF-12 act	hgDAF-12 ag	DAX1 inh-1	FXN GAA850 act	PLC-gamma1 inh	DAX1 inh-2	ADAM10 inh	PLCb3 inh
Cc1cccc(OCC(=O)OC(C)C(=O)Nc2ccc(S(=O)(=O)N3CCCCC3)cc2)c1 (centres undefined)	1.3	2	-34	-0.7	0.3	-0.2	0.2	5	-0.5	4	-10
COc1ccccc1N(CC(=O)NC1CCCC1)C(=O)CCC(=O)Nc1cc(C)on1	-1.3	0	3	-1.3	1.4	-0.4	0.9	5	-0.6	10	3
COc1ccc2oc(C(=O)OCC(=O)N(C)c3c(N)n(Cc4ccccc4)c(=O)[nH]c3=O)c(C)c2c1	-0.4	-43	-4	-1.2	-3.4	1.1	-0.8	-72	-1.5	-143	-76
COc1ccc(-c2noc(CCCC(=O)Nc3ccc(C(N)=O)cc3)n2)cc1OC	-1.1	-7	12	-1.1	-0.8	-0.6	-0.3	2	-0.4	1	2
CCOc1ccc(OCCC(=O)OCC(=O)Nc2ccc(N3CCOCC3)cc2)cc1	-0.6	-2	1	-0.7	1.4	-0.7	-2.0	-2	0.0	-5	-7
COc1ccc(C(=O)C2CN(c3ccccc3)CC2c2ccc(Cl)cc2)cc1 (centres undefined)	-0.4	-1	7	-0.5	-2.8	0.1	-0.1	1	-0.3	9	-3
CN(C(=O)CN1C(=O)S/C(=C\c2ccc(F)cc2)C1=O)C1CCS(=O)(=O)C1 (centres undefined)	-2.4	5	-2	-0.8	0.2	-0.4	1.0	5	0.4	-1	-4
C/C=C(/C)C(=O)Nc1cccc(C2=NOC3(C2)C[C@@H](C(N)=O)N(C(=O)CCCCC)C3)c1 (some centres undefined)	-1.5	-9	-1	-1.4	-1.0	-0.1	0.2	-2	0.2	-6	1
CCc1ccc2c(c1)C(NC(C)=O)C(=O)N2CCN1CCOCC1 (centres undefined)	1.1	-10	2	-1.1	-2.7	-0.1	0.0	-1	0.4	-12	-8
COc1ccc(N2CC(C(=O)Nc3c(C(N)=O)oc4ccccc34)CC2=O)cc1 (centres undefined)	1.4	-4	-2	-0.4	0.5	0.5	0.0	-1	-0.3	-9	-7
C[C@@H](NC(=O)c1nc[nH]c1C(=O)NCCCCCNC(=O)OC(C)(C)C)c1ccccc1	-2.2	-1	-7	-1.5	-3.3	-0.8	1.6	1	0.2	2	0
CCCN(C)C[C@@H]1OCCCC[C@@H](C)Oc2ccc(NS(=O)(=O)c3ccc(OC)cc3)cc2C(=O)N([C@H](C)CO)C[C@@H]1C	0.5	-5	-5	-1.3	-0.2	0.6	.	-2	.	-7	-2
O=C(COc1ccc(Cl)cc1Cl)NC(=O)N1CCCCC1	2.0	-2	-1	0.3	12*	2.4	3.0	-3	2.1	1	3
Cc1ccc(S(=O)(=O)NC(=O)c2cccc(Br)c2)cc1	-0.6	-3	-10	-0.9	-0.6	0.8	0.4	-5	1.5	0	-12
Cc1ccc(NC(=O)CCC(=O)NNC(=O)c2cccc([N+](=O)[O-])c2)cc1C	-0.9	0	-2	-1.9	-0.5	0.5	1.2	-1	0.8	4	1
Cc1cc(NC(=O)C2CC(=O)N(c3ccc(F)cc3)C2)no1 (centres undefined)	-1.0	2	5	-0.7	2.2	0.4	-0.7	1	1.9	0	-4
Cc1ccc(CN2CC(C(=O)Nc3ccc(C)cn3)CC2=O)cc1 (centres undefined)	-1.2	-4	6	-1.3	1.9	-0.4	-0.8	4	1.2	2	-9
O=C(c1cnn2c1NC(c1ccc(Br)cc1)CC2C(F)(F)F)N1CCN2CCCC2C1 (centres undefined)	-1.8	-3	-7	-1.5	-1.1	0.9	0.6	1	0.2	-1	1
COc1ccc([C@H]2N[C@]3(CCCN(CC4CCCCC4)C3=O)[C@H]3C(=O)N(C)C(=O)[C@@H]23)cc1	0.5	-5	15	-1.0	-1.8	-0.6	-1.2	2	0.6	-6	0
O=C(CSc1ccccn1)NCc1ccc2c(c1)OCO2	0.1	3	10	0.0	5.7	2.0	1.1	2	0.4	-6	-4
O=C(/C=C/c1ccc([N+](=O)[O-])cc1)OCC(=O)c1ccc[nH]1	-0.7	-2	2	-1.3	3.3	-1.0	-0.5	-2	0.3	-5	-5
COc1ccccc1CNC(=O)C1CCN(c2ncnc3c2nc2n3CCCCC2)CC1	0.9	-4	4	-0.9	1.3	0.5	1.0	-2	0.4	8	-7
CCCCC(=O)Nc1cc(C)c(NC(=O)c2cccs2)cn1	-1.7	0	-1	-1.6	0.3	0.3	1.1	-1	-0.4	2	-1
O=C(Nc1ccc(COc2ccccc2)cc1)Oc1ccccc1N1CCOCC1	5.3	0	25*	-1.1	0.7	0.2	0.9	1	1.2	8	-8
CCn1c(SCc2ccc(C(=O)Nc3nccs3)cc2)nnc1-c1ccc(N)cc1	-2.0	-4	1	-1.3	-0.8	-0.7	0.3	-6	-0.6	3	3
Later entries.
SMILES	hcDAF12 agonist	ADAM17 inh	sPLA2-III inh	ssDAF-12 act	hgDAF-12 ag	DAX1 inh-1	FXN GAA850 act	PLC-gamma1 inh	DAX1 inh-2	ADAM10 inh	PLCb3 inh
COc1ccc(NC2CCCN(C(=O)CCc3cn[nH]c3)C2)cc1 (centres undefined)	2.5	0	7	-1.3	-2.7	1.0	1.8	10*	0.4	-11	-9
O=S(=O)(Nc1ccc(-c2ccc(N3CCOCC3)nn2)cc1)c1cc(Cl)ccc1Cl	-0.5	0	-38	-0.7	-1.1	2.0	1.4	-12	-0.7	-2	-23
CN(Cc1ccccc1)C(=O)c1ncn2c1c(=O)[nH]c1cccnc12	-2.7	-9	11	-1.2	-3.5	-1.1	-1.3	-2	-1.1	-30	-1
CCOC(=O)C1=C(C)N=c2s/c(=C/c3ccc(OCC(=O)O)cc3)c(=O)n2C1c1cc(OC)c(OC)c(OC)c1 (centres undefined)	-0.6	-2	-22	-1.1	1.3	-0.1	1.9	-3	0.8	5	-11
CN(C)S(=O)(=O)c1ccc(NC(=O)COC(=O)C2COc3ccccc3O2)cc1 (centres undefined)	1.1	-3	2	-0.8	-0.8	-0.3	1.7	-1	-0.2	6	0
CCN(C(=O)COC(=O)/C=C/c1cnc2ccccc2n1)C1CCS(=O)(=O)C1 (centres undefined)	1.2	-2	2	-1.0	-1.7	0.1	-2.8	2	-0.9	5	1
CCOC(=O)c1c(C)[nH]c(C)c1C(=O)CSc1nc2ccccc2c(=O)n1-c1ccccc1C	-4.3	5	-35	-1.1	-6.9	-1.1	-1.0	6	-0.2	14	3
O=C(Nc1nn(Cc2ccccc2F)cc1Br)c1cccs1	1.9	-2	8	-1.1	-0.3	0.4	-0.4	0	1.8	7	0
CCOC(=O)N1CCN(C(=O)c2cccc(NC(=O)c3ccco3)c2)CC1	1.4	-4	7	-0.9	-0.2	-0.8	0.7	0	-0.6	4	0
Cc1ccc(NC(=O)CN(C)C(=O)CSc2nc(C)cs2)cc1	0.3	2	-6	-2.1	-2.3	-0.1	2.1	4	0.9	2	-1
COc1ccc2nc(Cl)c(C#N)cc2c1	0.3	-11	-1	-0.4	2.3	0.2	4.2	-14	-0.3	-38	-14
Cc1ccc(-c2cc(C(=O)N/N=C/c3ccoc3)c3ccccc3n2)cc1	-0.9	-9	0	0.0	0.2	0.2	0.7	-11	2.0	-21	-23
Cc1cc(C)nc(NCCC(=O)O)n1	2.2	-2	-7	-0.6	-0.2	-0.3	2.3	-1	0.9	-3	-1
Cc1ccc(NC(=O)COC(=O)c2cccc(S(=O)(=O)N3CCCCCC3)c2)cc1	-2.1	4	-19	-1.3	-3.2	-0.6	0.5	4	1.4	12	1
CC(C)(C)C(=O)COC(=O)c1ccc(N)c([N+](=O)[O-])c1	1.8	-2	1	-1.3	-0.4	-0.3	4.9	0	-1.8	-7	2
Cc1cc(NCCCN2CCOCC2)n2ncc(-c3ccccc3)c2n1	6.0*	-10	-3	1.3*	11*	2.9	4.5	-254	1.8	-34	-312
COCCNC(=S)N/N=C(\C)c1ccc(OC(F)F)cc1	-1.7	-3	15	-1.4	-1.3	0.2	-2.2	-2	-0.8	-9	-7
NC1=NC(=Nc2ccc(Br)cc2)c2ccccc21	0.5	-1	7	-1.1	4.9	0.3	-1.7	1	-0.3	2	2
NC(=O)c1cc2c3ccccc3ccn2c1-c1ccccc1	2.4	-2	-1	-0.2	7.3	-0.8	-1.7	-41	-2.6	-19	-57
CC(C)Oc1nc(-c2ccccc2Cl)nc2ccccc12	-1.1	1	-5	-1.1	2.9	-0.4	-1.0	2	-0.5	5	-4

Of the compounds above, 2 have a COOH group:
SMILES	hcDAF12 agonist	ADAM17 inh	sPLA2-III inh	ssDAF-12 act	hgDAF-12 ag	DAX1 inh-1	FXN GAA850 act	PLC-gamma1 inh	DAX1 inh-2	ADAM10 inh	PLCb3 inh
CCOC(=O)C1=C(C)N=c2s/c(=C/c3ccc(OCC(=O)O)cc3)c(=O)n2C1c1cc(OC)c(OC)c(OC)c1 (centres undefined)	-0.6	-2	-22	-1.1	1.3	-0.1	1.9	-3	0.8	5	-11
Cc1cc(C)nc(NCCC(=O)O)n1	2.2	-2	-7	-0.6	-0.2	-0.3	2.3	-1	0.9	-3	-1

In the list so far, these contain a furan ring, fused or not.
SMILES	hcDAF12 agonist	ADAM17 inh	sPLA2-III inh	ssDAF-12 act	hgDAF-12 ag	DAX1 inh-1	FXN GAA850 act	PLC-gamma1 inh	DAX1 inh-2	ADAM10 inh	PLCb3 inh
COc1ccc2oc(C(=O)OCC(=O)N(C)c3c(N)n(Cc4ccccc4)c(=O)[nH]c3=O)c(C)c2c1	-0.4	-43	-4	-1.2	-3.4	1.1	-0.8	-72	-1.5	-143	-76
COc1ccc(N2CC(C(=O)Nc3c(C(N)=O)oc4ccccc34)CC2=O)cc1 (centres undefined)	1.4	-4	-2	-0.4	0.5	0.5	0.0	-1	-0.3	-9	-7
CCOC(=O)N1CCN(C(=O)c2cccc(NC(=O)c3ccco3)c2)CC1	1.4	-4	7	-0.9	-0.2	-0.8	0.7	0	-0.6	4	0
Cc1ccc(-c2cc(C(=O)N/N=C/c3ccoc3)c3ccccc3n2)cc1	-0.9	-9	0	0.0	0.2	0.2	0.7	-11	2.0	-21	-23

Source: PubChem BioAssay (The Scripps Research Institute Molecular Screening Center)
